# Source: PubChem BioAssay
# HT1080-NT tox – kills 2HG-producing HT-1080-NT fibrosarcoma cells; HT-1080-NT fibrosarcoma viability, CellTiter-Glo ATP luminescence, 48 h; actives 1.6% (n = 360,000); AID 686970; Potency, µM (series often up to 46.1 µM), for inactives: at the highest dose activity, negative = less viability, usual class: cytotoxic;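 note: NT is the 2HG producing partner of a matched IDH1 knockdown line; potency is the fitted concentration of half-maximal effect; 0% = DMSO-treated cells and -100% = media-only wells without cells; nearly all actives have a fitted effect of over 55% in size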
#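 Fibrosarcoma NT cells, 750 per well in 5% FBS RPMI, were exposed to compound for 48 hours. Viability: CellTiter-Glo luminescence.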
# DRD3 agonist – agonists of human D3 dopamine receptor. max activation, %. P35462. D3R DiscoveRx beta-arrestin cells, luminescence, 90 min. actives 0.58% (n = 410,000); in the data active = max activation above about 30%; note: 0% is about no effect; mostly tested at two doses, the higher about 12 µM
# Target sequence (P35462 whole entry, looked up): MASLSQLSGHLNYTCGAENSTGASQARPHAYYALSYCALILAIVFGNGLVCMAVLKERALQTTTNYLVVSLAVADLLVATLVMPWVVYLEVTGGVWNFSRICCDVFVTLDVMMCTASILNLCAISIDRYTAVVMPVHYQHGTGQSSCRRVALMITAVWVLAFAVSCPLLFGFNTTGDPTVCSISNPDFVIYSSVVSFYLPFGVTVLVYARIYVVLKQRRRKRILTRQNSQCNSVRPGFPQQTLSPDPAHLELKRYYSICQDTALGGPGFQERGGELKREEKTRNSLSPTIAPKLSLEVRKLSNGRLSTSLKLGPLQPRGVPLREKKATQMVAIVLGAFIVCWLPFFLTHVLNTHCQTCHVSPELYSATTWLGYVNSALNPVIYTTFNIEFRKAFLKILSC
#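 Agonist-mode cell screen: cells plated at 1500/well and incubated overnight at 37 °C, then exposed to library compounds for 90 min at 37 °C. Detection reagent was added for 30–60 min at room temperature, and luminescence was read.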
# IL-1B inflam inh – blocks inflammasome-driven IL-1 beta release; actives 4.7% (n = 360,000); activity change, % at 57.5 µM; AID 743279; THP-1 LPS/ATP IL-1B secretion, AlphaLISA, 16 h; hits give low values; in the data active = activity change below about -50%; inconclusive = mostly about -30% to -49%; note: % is set by controls: 0 for no effect and ±100 for the full control effect
#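 Secreted IL-1B measured by AlphaLISA bead assay after 16 h compound exposure of THP-1 cells; compounds (final up to 57.5 uM) added 1 h before LPS (250 ng/mL) and ATP (1.25 mM) stimulation; lower signal means less secretion.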
# SW480 rereplic – inducers of DNA re-replication in SW480 colon cancer cells; SW480 DNA re-replication, Hoechst DNA content imaging, 48 h; Potency, µM (titrated, usually from 46.1 µM), without a hit: at the highest dose re-replication activation, usual class: activators; actives 1.8% (n = 340,000); AID 624297; note: potency is the fitted concentration of half-maximal effect; % of control where 0% means no effect; nearly all actives have a fitted effect of over 55% in size
#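 SW480 cells exposed to compounds for 48 hr at 37 C, 5% CO2, then Hoechst-stained 40 min. Nuclear DNA content imaged by fluorescence scanning (405 nm excitation, 500-530 nm emission); re-replication scored as increased high-intensity nuclei.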
# GLP1R ag – GLP-1 receptor (human) agonism; P43220; HEK293 GLP-1R CRE-luciferase, luminescence, 4-6 h; cells express a hypersensitive GLP-1R form; Potency, µM (top dose mostly 45.6 µM), for inactives: at the top dose activation, most hits filed as activators; actives 0.007% (n = 380,000); AID 624172; note: potency is the fitted concentration of half-maximal effect; % of control where 0% means no effect
# Target sequence (P43220 whole entry, looked up): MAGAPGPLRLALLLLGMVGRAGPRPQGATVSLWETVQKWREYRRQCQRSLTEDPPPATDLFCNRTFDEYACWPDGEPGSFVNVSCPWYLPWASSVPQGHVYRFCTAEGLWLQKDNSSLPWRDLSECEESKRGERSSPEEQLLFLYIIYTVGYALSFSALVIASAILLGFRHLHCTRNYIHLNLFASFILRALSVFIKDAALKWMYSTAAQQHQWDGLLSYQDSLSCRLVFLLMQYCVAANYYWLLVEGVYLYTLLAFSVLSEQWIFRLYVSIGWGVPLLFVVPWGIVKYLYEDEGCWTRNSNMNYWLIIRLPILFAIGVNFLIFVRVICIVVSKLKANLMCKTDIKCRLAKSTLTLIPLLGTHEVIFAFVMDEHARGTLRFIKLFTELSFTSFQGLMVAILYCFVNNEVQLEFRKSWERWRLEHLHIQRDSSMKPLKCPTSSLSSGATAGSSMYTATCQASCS
# D3 antag – blocks the human D3 dopamine receptor | P35462 | D3R cells, DiscoveRx beta-arrestin luminescence, antagonist mode; hits give low values | max response, negative = inhibition, % | actives 2.5% (n = 360,000) | AID 652054; in the data active = max response below about -50%; inconclusive = no clear call, values can overlap the other calls; note: % is set by controls: 0 for no effect and ±100 for the full control effect; mostly tested at two doses, the higher about 12 µM
#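 Cells expressing the human receptor were seeded at 1500 cells/well, incubated overnight at 37 degrees C in 5% CO2, then exposed to library compounds with dopamine controls for 90 minutes at 37 degrees C before luminescent detection.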
# KB-V1 cytotox – KB-V1 MDR subline cytotoxicity | KB-V1 MDR cells viability, CellTiter-Glo, 72 h | Potency, µM (highest dose often 46.1 µM), inactives show at the top dose activity change, negative = cytotoxicity, most hits filed as cytotoxic | actives 3.4% (n = 400,000); note: potency is the fitted concentration of half-maximal effect; % is set by controls: 0 for no effect and ±100 for the full control effect; nearly all actives have a fitted effect of over 60% in size
#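 Cells of the MDR subline KB-V1 are plated, dosed with compound at multiple concentrations, and incubated 72 h at 37 degrees C; CellTiter-Glo is then added and luminescence read after 10 min.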
# KB-3-1 tox – kills parental KB-3-1 adenocarcinoma cells; Potency, µM (series often up to 46.1 µM), inactives show top-dose activity change, negative = cytotoxic, actives largely listed as cytotoxic; AID 1347075; KB-3-1 viability, CellTiter-Glo ATP luminescence, 72 h; actives 1.4% (n = 400,000); note: potency is the fitted concentration of half-maximal effect; % is set by controls: 0 for no effect and ±100 for the full control effect; nearly all actives have a fitted effect of over 60% in size
#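 Viability of parental KB-3-1 cells, measured by CellTiter-Glo luminescence, followed a 72 h incubation at 37 °C with pinned compounds in phenol-red-free DMEM containing 10% FBS.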
# HT1080 IDH1KD tx – HT-1080 IDH1 knockdown cell toxicity (counter line); HT-1080 IDH1 knockdown viability, ATP luminescence, 48 h; Potency, µM (doses to about 46.1 µM), without a hit: at the top dose activity, negative = toxicity, usual class: cytotoxic; actives 2% (n = 360,000); AID 686971;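 note: potency is the fitted concentration of half-maximal effect; 0% = DMSO wells and -100% = cell-free medium wells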
#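 Assay cells: HT-1080 with IDH1 knockdown, 750 per well, RPMI/5% FBS. Exposure: 48 h at 37 °C following 2 h pre-incubation. Read: CellTiter-Glo luminescence; fitted concentration-response, curve class assigned.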
# Active calls of the source: *; ? = inconclusive; · = not tested or not shown; & = joins results of further samples; [ ] = remark or other dose. Unless noted, calls come from the whole dose curve; as a rule, active = well fitted curve in the direction sought with a large enough effect; inconclusive = small, poorly fitted or top-dose-only effect, or another doubt; inactive = no such curve, though single readings can be large; an effect the other way counts as inactive or inconclusive.
SMILES,HT1080-NT tox,DRD3 agonist,IL-1B inflam inh,SW480 rereplic,GLP1R ag,D3 antag,KB-V1 cytotox,KB-3-1 tox,HT1080 IDH1KD tx
CCCCCC(=O)N1C[C@H](O)[C@@H](n2cc(-c3ccc(F)cc3)nn2)C[C@@H]1c1ccc(C)cc1,-15%,-2,?,·,13%,-16,?,?,-21%
CC1=CC(C)(C)N2C(=O)C(=O)c3cc(OC(=O)c4ccco4)cc1c32,2.3µM*,-9,38,1.3µM*,11%,?,?,?,16µM*
COc1ccc(C(=O)NCC23C=CC(O2)C2C(=O)N(Cc4ccccc4)C(=O)C23)cc1 (stereo not given),-6%,10,-2,-2%,-8%,25,-21%,-12%,-10%
CC(C)C[C@H]1CN([C@@H](Cc2ccccc2)CN2CCCC2CN2C(=S)NC[C@@H]2Cc2ccccc2)C(=S)N1CC1CCCCC1 (stereo not given in full),-3%,-8,-7,·,2%,-6,?,?,13%
COc1ccc(NC(=O)CCCNC(=O)Cn2cnc3sc4c(c3c2=O)CCCC4)c(OC)c1,-9%,-5,-15,-2%,-3%,1,21µM*,6%,-2%
CCCC(=O)Nc1c(-c2ccc(OC)cc2)c(=O)c2ccccc2n1C,-4%[9.24 µM],4,-1,-4%,-14%,-10,7%,11%,-18%
O=C(CNc1ccc(F)cc1)c1ccccc1,5%,-5,?,-1%,7%,-10,5%,-1%,-7%
CN1CCN(C(=O)C2CCCN(S(=O)(=O)c3ccc(F)cc3)C2)CC1 (stereo not given),16%,-8,22,-16%,0%,-9,22%,4%,16%
CCCCCCCc1c(O)nc(SCCN2CCOCC2)[nH]c1=O,10%,4,-3,-34%[inhibitor],2%,-4,-12%,5%,13%
C/C(CCc1ccccc1)=N\NC(=O)CCc1ccccc1,9%,3,17,2%,17%,2,11%,3%,2%
CCOC(=O)CSC1=Nc2ccccc2C2=NC(CC(=O)NCc3cccs3)C(=O)N12 (stereo not given),9%,1,30,-11%,-2%,4,12%,3%,2%
CCc1c(C(=O)Nc2ncn(Cc3cccc(C)c3)n2)csc1C,8%,12,-2,-1%,2%,19,-10%,-12%,-14%
O=C(CSc1nnc(Nc2ccccc2)s1)NCc1cccs1,3%,2,17,-6%,-3%,-1,?,7%,1%
COC(=O)c1ccc(N=C2SCC(=O)N2C)cc1,17%,4,-3,?,11%,-9,1%,-4%,5%
NC(=S)N=Nc1c(O)n(Cc2ccccc2)c2ccccc12,-21%,-19,11,-7%,-1%,-9,6%,3%,-23%
CCOC(=O)/C(=N/O)C1=NC(C)(C)Cc2cc(C)c(C)cc21,-17%,0,-72*,-3%,8%,-9,?,5%,-21%
Nc1cc(-c2ccc(Br)cc2)nn1Cc1ccccc1,-28%,3,-69*,27%,9%,6,-28%,?,?
CC(C(=O)NCC1CCCCC1)N1CCc2ccccc2C1 (stereo not given),-12%,-11,-3,3%,14%,-77*,?,-11%,0%
CCn1cc(/C=C(\NC(=O)c2ccccc2)C(=O)NCCN2CCOCC2)c2ccccc21,8%,-3,14,·,-1%,17,-22%,-16%,-1%
Cc1cc(C)n(-c2n[nH]c(C)c2[N+](=O)[O-])n1,14%,-12,0,0%,0%,-6,-10%,-1%,18%
Cc1ncsc1CCC(=O)N1CCCC(Nc2ccc(F)c(F)c2)C1 (stereo not given),-4%,-4,9,2%,-9%,-16,?,0%,-7%
COc1ccc(NC(=O)c2ccc(NC(=O)COC(=O)CC(NC(=O)c3ccccc3Cl)c3ccccc3)cc2)cc1 (stereo not given),1%,-1,13,5%,0%,-2,-12%,16%,3%
COc1ccccc1OCCOc1ccc(C(=O)c2ccccc2)cc1,2%,3,-12,-3%,4%,20,?,13%,1%
CN1CCN(CCC(=O)Nc2ccc(Br)cc2)CC1,-11%,2,15,-1%,3%,1,9%,1%,-4%
O=C(/C=C/c1cccs1)Nc1nncs1,14%,-1,?,-16%,-5%,3,-14%,-9%,9%
CC(Sc1nc(N)cc(N)n1)C(=O)NCCC1=CCCCC1 (stereo not given),3%[9.24 µM],-5,9,-6%,0%,2,-23%,-11%,-2%
Cc1nnc(SCC2=C(C(=O)O)N3C(=O)C(NC(=O)COc4ccccc4)C3SC2)s1 (stereo not given),-2%,5,-20,-28%,0%,-24,16%,-1%,14%
CC(NC(=O)c1cccs1)C(c1cccs1)N1CCN(c2ccccc2)CC1 (stereo not given),-11%,-6,-12,-1%,-12%,-21,0%,2%,-3%
CC(=O)c1ccc(OCC(=O)NCc2ccc(F)cc2)cc1,6%,2,-5,-9%,10%,5,10%,1%,7%
c1cncc(-c2nnc3sc(-c4ccco4)nn23)c1,?,-8,-30,-6%,-14%,-11,-16%,5%,-10%
Cc1cc(C)n(C(C)CNS(=O)(=O)c2ccc(C)c(C)c2)n1 (stereo not given),-1%,1,0,-2%,11%,-8,-30%,0%,12%
CC(C)CCNC(=O)c1cn(C)c2ccc(S(=O)(=O)N3CCCC3)cc2c1=O,-2%,0&-19,5,4%,0%,4,15%&1%,?,-2%
O=C1OCCC1Sc1nnc(-c2ccccc2Cl)n1Cc1ccccc1 (stereo not given),-1%,6,10,-12%,11%,?,-15%,0%,0%
COc1ccc(OC)c(/C=N/NC(=O)CCN2CCN(C(c3ccccc3)c3ccccc3)CC2)c1,?,-6,-4,7%,-4%,-23,?,8%,-28%
CC(=O)Nc1ccc(C(=O)COC(=O)c2cc(C)oc2C)c(F)c1,-1%,1,-14,3%,-4%,5,?,0%,-9%
COc1ccc2c(C)c(CC(=O)N3C[C@H]4C[C@@H](C3)c3cccc(=O)n3C4)c(=O)oc2c1OC,-3%,7,10,-2%,2%,0,18%,0%,-1%
CC(OC(=O)Cc1coc2cc3c(cc12)CCC3)C(=O)NC(N)=O (stereo not given),2%,-1,0,-8%,9%,-6,-9%,-12%,-4%
Cc1ccc(CNC(=O)CN(C2CCCCC2)S(C)(=O)=O)cc1,1%,-9,-3,-5%,-9%,9,-5%,-2%,2%
O=C1c2ccc([N+](=O)[O-])cc2C(=O)N1Cc1cccnc1,13%,6,19,-3%,1%,14,?,-2%,9%
COc1ccc(S(=O)(=O)N2CCOC2CNC(=O)C(=O)NCCc2ccccc2)cc1OC (stereo not given),-10%,3,-14,3%,9%,2,-19%,5%,4%

# Eight entries out of the list, arranged by molecular weight, descending:
SMILES,HT1080-NT tox,DRD3 agonist,IL-1B inflam inh,SW480 rereplic,GLP1R ag,D3 antag,KB-V1 cytotox,KB-3-1 tox,HT1080 IDH1KD tx
COc1ccc(S(=O)(=O)N2CCOC2CNC(=O)C(=O)NCCc2ccccc2)cc1OC (stereo not given),-10%,3,-14,3%,9%,2,-19%,5%,4%
CC(NC(=O)c1cccs1)C(c1cccs1)N1CCN(c2ccccc2)CC1 (stereo not given),-11%,-6,-12,-1%,-12%,-21,0%,2%,-3%
COc1ccccc1OCCOc1ccc(C(=O)c2ccccc2)cc1,2%,3,-12,-3%,4%,20,?,13%,1%
Cc1ccc(CNC(=O)CN(C2CCCCC2)S(C)(=O)=O)cc1,1%,-9,-3,-5%,-9%,9,-5%,-2%,2%
CC(=O)Nc1ccc(C(=O)COC(=O)c2cc(C)oc2C)c(F)c1,-1%,1,-14,3%,-4%,5,?,0%,-9%
CC(Sc1nc(N)cc(N)n1)C(=O)NCCC1=CCCCC1 (stereo not given),3%[9.24 µM],-5,9,-6%,0%,2,-23%,-11%,-2%
CC(=O)c1ccc(OCC(=O)NCc2ccc(F)cc2)cc1,6%,2,-5,-9%,10%,5,10%,1%,7%
O=C1c2ccc([N+](=O)[O-])cc2C(=O)N1Cc1cccnc1,13%,6,19,-3%,1%,14,?,-2%,9%

# (continued)
SMILES,HT1080-NT tox,DRD3 agonist,IL-1B inflam inh,SW480 rereplic,GLP1R ag,D3 antag,KB-V1 cytotox,KB-3-1 tox,HT1080 IDH1KD tx
CC(=O)c1c(C)[nH]c(C(=O)N(C)C(c2ccccc2)c2ccccc2)c1C,-11%,0,11,1%,10%,2,-19%,3%,-8%
C=CC[C@@H](CC(=O)N(CCO)Cc1ccccc1)C(=O)N[C@@H](COC(=O)[C@H](CC=C)CC(=O)OC(C)(C)C)Cc1c[nH]c2ccccc12,?,2,-72*,?,1%,0,-10%,?,?
CC1(Cc2ccccc2OC(F)(F)F)C(=O)Nc2ccc(-c3ccsc3)cc21 (stereo not given),?,4,-17,·,-8%,8,0%,-1%,-8%
CC(C)C(=O)NC(C)C(c1cccs1)N1CCOCC1 (stereo not given),12%,-7,7,-2%,-5%,-28,25%,2%,11%
CCNc1nc(C)nc2c1cnn2C,-3%,-5,7,-2%,12%,0,17%,-5%,-12%
CCOc1cc(/C=N/NC(=O)CCCC(=O)NC2CCCCC2)ccc1O,14%,-1,20,-1%,-1%,9,1%,3%,11%
O=C(CCS(=O)(=O)c1ccccc1)NC1CCCC1,-1%,-2,17,0%,-5%,28,?,11%,13%
Cc1cccc(NC(=O)c2ccco2)c1C,-16%,-12,0,?,-2%,?,-15%,?,2%
Cc1ccccc1C1CC(c2ccccc2OC(F)F)Nc2ncnn21 (stereo not given),-3%,4,-13,14%,3%,20,3%,21%,-12%
O=C(O)C1C2CCC(C2)C1C(=O)Nc1cccc([N+](=O)[O-])c1 (stereo not given),4%,6,9,-5%,13%,12,-2%,-1%,-11%
CCOC(=O)c1c(C)[nH]c(C(=O)N2CCCC(C(=O)c3ccccc3OC)C2)c1C (stereo not given),4%,1,-4,1%,17%,2,-9%,0%,-19%
Cc1c(CCOC(=O)c2cc([N+](=O)[O-])ccc2Cl)sc[n+]1CCCCS(=O)(=O)[O-],8%,5,18,-9%,-3%,3,42%,9%,6%
CC(C)(CNC(=O)CO/N=C1/C=C2CCC3C(C(O)C[C@@]4(C)C3CC[C@]4(O)C(=O)CO)[C@@]2(C)CC1)C(O)C(=O)O (stereo not given in full),18%,0,?,2%,-5%,-17,12%,17%,?
